TRHR enhancer: TRH receptor (human) allosteric enhancement; P34981; TRHR cells, fluo-8 calcium fluorescence, EC20 TRH enhancement; enhancement, % at 2 µM; 360,000 tested, 0.66% active; in the data active = enhancement above about 30%; also: 0% is about no effect
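TRHR-expressing cells loaded with fluo-8 calcium dye were read kinetically (ex 480/em 530) during compound addition, then stimulated with an EC20 of TRH (10 nM final). Enhancement of the Gq-mediated intracellular calcium response was scored.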
D1 agonist: human D1 receptor agonism | activation, % at 2 µM | HEK293 T-REx D1 cells, calcium flux, agonist mode | P21728 | 360,000 tested, 1% active; in the data active = activation above about 30%; also: 0% is about no effect
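Agonism was scored from calcium flux recorded over 180 s (1 read/s) after pintool compound addition, following a 10-cycle baseline. Cells were inducible force-coupled HEK293 TREx D1, plated overnight at 30 C and loaded with no-wash calcium dye.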
Apoferritin bind: candidate novel general anesthetic via apoferritin binding. 350,000 tested, 0.074% active. P02791. Potency, µM (highest dose often 77.5 µM), inactives show at the top dose activity change, negative = displacement, hits mostly inhibitors. apoferritin/1-aminoanthracene competitive binding, fluorescence; also: potency is read from the fitted curve at half-maximal effect; % is scaled to controls: 0 for no effect and ±100 for the full control effect; nearly all actives have a fitted effect of over 20% in size
Target sequence (P02791 2-175 limits assumed): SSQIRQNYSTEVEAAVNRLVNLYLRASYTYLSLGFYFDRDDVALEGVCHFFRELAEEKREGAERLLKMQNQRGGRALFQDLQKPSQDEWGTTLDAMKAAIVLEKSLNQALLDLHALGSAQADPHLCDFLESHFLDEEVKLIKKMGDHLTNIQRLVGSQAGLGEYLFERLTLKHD
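Horse-spleen apoferritin (10 uM) was mixed with 50% saturated 1-aminoanthracene in PBS, exposed to compounds for 10 min at room temperature, and read for fluorescence (ex 380 nm, em 535 nm). Competitive displacement was fitted with a four-parameter Hill equation.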
RXFP1 ag: activates the human relaxin receptor RXFP1. AID 2676. 370,000 tested, 0.3% active. HEK293T-RXFP1 cAMP TR-FRET, 30 min; response scale: percent of porcine relaxin response, buffer zero. Q9HBX9. Potency, µM (top dose mostly 57.5 µM), for the others: at the top dose activation, actives largely listed as activators; also: potency is read from the fitted curve at half-maximal effect; % is scaled to controls: 0 for no effect and ±100 for the full control effect; nearly all actives have a fitted effect of over 60% in size; many of its hits are not listed in these tables
Target sequence (Q9HBX9 whole entry, looked up): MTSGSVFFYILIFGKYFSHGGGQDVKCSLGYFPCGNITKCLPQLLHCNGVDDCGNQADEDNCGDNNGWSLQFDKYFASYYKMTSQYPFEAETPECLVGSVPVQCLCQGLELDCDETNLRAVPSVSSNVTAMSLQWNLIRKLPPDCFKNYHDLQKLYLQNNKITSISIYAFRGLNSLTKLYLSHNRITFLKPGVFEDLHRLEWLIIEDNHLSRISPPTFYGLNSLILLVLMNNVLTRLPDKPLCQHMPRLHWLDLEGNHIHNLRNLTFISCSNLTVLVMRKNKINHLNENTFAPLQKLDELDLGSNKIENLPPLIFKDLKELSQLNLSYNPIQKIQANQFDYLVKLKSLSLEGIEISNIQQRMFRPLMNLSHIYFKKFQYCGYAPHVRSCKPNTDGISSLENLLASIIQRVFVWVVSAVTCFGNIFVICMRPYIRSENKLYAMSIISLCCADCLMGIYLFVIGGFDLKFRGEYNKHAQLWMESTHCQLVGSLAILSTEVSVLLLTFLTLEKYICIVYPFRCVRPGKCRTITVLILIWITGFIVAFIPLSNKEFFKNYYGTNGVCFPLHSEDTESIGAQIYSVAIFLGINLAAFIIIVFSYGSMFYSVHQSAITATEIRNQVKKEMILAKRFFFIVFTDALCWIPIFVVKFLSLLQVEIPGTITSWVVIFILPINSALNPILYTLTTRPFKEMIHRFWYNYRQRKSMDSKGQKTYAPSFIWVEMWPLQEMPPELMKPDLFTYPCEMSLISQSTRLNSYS
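cAMP rise read by TR-FRET after 30 min, 37C compound exposure (up to 58 uM) in RXFP1-transfected HEK293 cells with Ro 20174 present. EC50 from Hill-equation fits, with 29 nM porcine relaxin as 100% and buffer as basal.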
D1 potentiator: potentiators of human D1 dopamine receptor; P21728; HEK293 TREx D1 cells, calcium flux, dopamine EC20 potentiation; potentiation, % at 10 µM; 360,000 tested, 0.036% active; in the data active = potentiation above about 30%; also: 0% is about no effect
TRHR agonist: TRH receptor (human) agonism; 360,000 tested, 0.18% active; activation, % at 2 µM; P34981; TRHR cells, calcium flux fluo-8, FDSS agonist mode; in the data active = activation above about 30%; also: 0% is about no effect
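TRHR-expressing cells loaded with fluo-8 calcium dye; 23 nL library compound pin-transferred, kinetic FDSS fluorescence (Ex 480/Em 530) recorded about 180 s for agonist-induced calcium release, before a 10 nM TRH EC20 addition for potentiator mode.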
D1 antag: antagonists of human D1 dopamine receptor. AID 504652. activity change, negative = inhibition, % at 10 µM. HEK293 TREx D1 cells, calcium flux, dopamine EC80; hits give low values. 360,000 tested, 3.2% active. P21728; in the data active = activity change below about -30%; also: % is scaled to controls: 0 for no effect and ±100 for the full control effect
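Kinetic fluorescence of a calcium dye serves as the read-out. D1-expressing Hek293 Trex cells, induced overnight at 30 C, are exposed to compound for 180 s before an EC80 dopamine addition, then read 180 s further.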
D2 PAM: positively modulates the human D2 dopamine receptor allosterically; P14416; HEK293 T-REx D2, calcium flux, EC20 dopamine potentiation; potentiation, % at 10 µM; 340,000 tested, 0.34% active;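 active = potentiation over 3 SD above the plate norm, cut at about 30% in these data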; also: 0% is about no effect
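Primary screen. Calcium kinetics in induced HEK293 T-REx D2 cells: compound pre-addition 180 s, EC20 dopamine, 180 s more.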
RXFP1 antagonist: antagonists of human relaxin receptor RXFP1. HEK293-RXFP1, relaxin-stimulated cAMP HTRF, 30 min; hits give low values. activity change, negative = inhibition, % at 57.5 µM. 350,000 tested, 0.59% active. AID 1259400;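 active = activity change of -60% or lower, but not beyond a set lower limit; inconclusive = change between -60% and -40%, or beyond the set limit; inactive = change above -40%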; also: % is scaled to controls: 0 for no effect and ±100 for the full control effect
An asterisk follows results filed as active; ? = inconclusive; / = not tested or not shown; [ ] = remark or other dose. Unless noted, calls follow the shape of the dose curve; as a rule, active = well fitted curve in the direction sought with a large enough effect; inconclusive = small, poorly fitted or top-dose-only effect, or another doubt; inactive = no such curve, though single readings can be large; an effect the other way counts as inactive or inconclusive. Not all compounds are listed (hit frequency here may not be typical).

SMILES	TRHR enhancer	D1 agonist	Apoferritin bind	RXFP1 ag	D1 potentiator	TRHR agonist	D1 antag	D2 PAM	RXFP1 antagonist
Cn1nc(C(=O)NCc2ccccn2)c2ccccc2c1=O	-4	4	-13%	2.1%	-4	0.4	-9	2	6
COc1cc(OC)cc(C(=O)Nc2cc(-c3nc4ccccc4[nH]3)ccc2C)c1	0	2	-21%	3.8%	-6	-0.8	-14	15	/
Cc1c(C(=O)NCC2CCCO2)cccc1[N+](=O)[O-] (centres undefined)	3	2	7%	-0.9%	-4	0.0	8	3	2
O=C(NCc1ccccc1C(F)(F)F)C1CCC(=O)N(C2CC2)C1 (centres undefined)	-2	3	-8%	-4.4%	-4	0.3	-8	-7	2
Cc1c(F)cccc1NS(=O)(=O)c1ccc2c(c1)n(C)c(=O)c(=O)n2C	2	2	0%	9.0%	-7	0.0	0	11	-6
Cc1ccc(C(=O)N2N=C(c3cccc(NS(C)(=O)=O)c3)CC2c2cccs2)cc1 (centres undefined)	11	5	-6%	1.3%	-7	0.9	-8	0	12
CCC(CC)C(=O)Nc1cccc(C(=O)Nc2nccs2)c1	11	0	-17%	-1.3%	-5	0.2	-16	-7	0
CN1CCN(C(=O)/C=C/c2ccc3c(c2)OCO3)CC1	4	5	-6%	2.3%	-4	0.6	-3	17	5
O=C(CCCCCNC(=O)c1ccccc1)N/N=C/c1ccco1	-2	0	0%	-0.1%	6	0.9	-4	3	-2
CCOC(=O)c1cc(-c2ccc(OC)cc2)n(CCC(=O)Nc2cccc(C)c2C)c1C	4	2	50%[activator]	-0.1%	-5	0.2	9	-4	-24
COC(=O)c1cccc2c1NC(=O)C2=O	-3	1	-3%	2.3%	-7	-0.2	-23	-7	3
COc1ccccc1CCN1CCCC(CN(C)C(=O)c2ccoc2)C1 (centres undefined)	-1	1	-4%	7.3%	-5	0.0	-13	-11	21
CS(=O)(=O)N(CC(=O)NCc1ccc(Cl)cc1)C1CCCCC1	-23	-2	-5%	0.4%	-9	-0.1	11	-15	-2
CCOc1ccc(CNC(=O)CCS(=O)(=O)c2cc3c4c(c2)CCN4C(=O)CC3)cc1OC	-2	2	9%	0.6%	-3	0.3	-11	-7	/
CCOCCN1CCN(C(=O)CN2CCCC2=O)CC1	-7	3	0%	2.7%	-4	-0.1	-4	-1	1
CNC(=O)c1c(NC(=O)CS(=O)(=O)c2ccccc2)sc(C)c1C	-6	1	/	0.9%	-9	-0.2	-8	4	-8
Cc1cc(C)c(/C=C/c2onc(C)c2S(=O)(=O)N2CCC(C(=O)Nc3ccc(Cl)c(C(F)(F)F)c3)CC2)c(C)c1	3	6	-10%	-2.2%	-1	1.1	-11	-4	7
Cc1ccc(Cl)cc1Nc1nc(-c2cccnc2)cs1	0	2	?	-0.9%	-4	-0.7	-25	3	-2
CNC(=S)N(Cc1cc2cc(C)ccc2n2nnnc12)CC(C)(C)CN(C)C	20	5	0%	?	0	0.9	-2	12	-2
Clc1ccc(Cl)c(OCCCCN2CCCCC2)c1	5	-1	-7%	0.9%	-1	0.7	-18	-31	-4
CN(C)S(=O)(=O)c1ccc(C(=O)Nc2ccccc2OC(F)(F)C(F)F)cc1	0	-1	-5%	1.4%	-3	-0.7	0	-6	10
Cc1cc(NC(=O)C2=C(O)c3ccccc3S(=O)(=O)N2C)no1	25	1	-8%	0.9%	-3	0.0	7	2	5
COc1cc2c(cc1OC)CN(Cc1ccc(C)s1)CC2	-2	-1	-1%	0.0%	-12	-0.4	-6	-26	-23
CCNC(=S)N/N=C/c1ccc(OCc2ccc(C(=O)OC)cc2)cc1	-3	1	-5%	-0.1%	-2	2.2	3	6	-6
O=C(c1cc2c(=O)n3ccccc3nc2s1)N1CCc2ccccc2C1	-1	1	157%[activator]	21%	-2	-0.2	-18	5	/

Just RXFP1 antagonist, Apoferritin bind and D2 PAM (four entries from above):
SMILES	RXFP1 antagonist	Apoferritin bind	D2 PAM
Cc1c(F)cccc1NS(=O)(=O)c1ccc2c(c1)n(C)c(=O)c(=O)n2C	-6	0%	11
Cc1ccc(C(=O)N2N=C(c3cccc(NS(C)(=O)=O)c3)CC2c2cccs2)cc1 (centres undefined)	12	-6%	0
CCC(CC)C(=O)Nc1cccc(C(=O)Nc2nccs2)c1	0	-17%	-7
CN1CCN(C(=O)/C=C/c2ccc3c(c2)OCO3)CC1	5	-6%	17

(list continues)
SMILES	TRHR enhancer	D1 agonist	Apoferritin bind	RXFP1 ag	D1 potentiator	TRHR agonist	D1 antag	D2 PAM	RXFP1 antagonist
Cn1c(=O)c(=O)n(C)c2cc(S(=O)(=O)N3CCCC3C(=O)NCc3cccs3)ccc21 (centres undefined)	-2	-1	-4%	8.0%	9	-0.4	14	-4	-2
COc1cccc(/C=N/NC(=O)c2ccc(COc3ccc(Cl)cc3Cl)o2)c1	-3	5	-19%	2.3%	6	-0.5	6	12	-3
CC1(C)CC(O)CC(C)(C)N1CC(O)COCc1ccccc1 (centres undefined)	19	5	0%	-0.6%	-7	2.2	4	2	2
O=C(/C=C/c1ccc(Cl)cc1)NC(=S)NN1CCCCC1c1cccnc1 (centres undefined)	15	2	-3%	3.1%	0	-2.2	2	9	/
O=C1CSC(c2c(F)cccc2Cl)N1c1cccc(F)c1 (centres undefined)	-1	17	?	0.1%	-2	1.0	-3	-12	-2
COc1ccccc1NC(=O)CSCC(=O)N1c2ccccc2CCc2ccccc21	-2	2	10%	2.2%	-2	0.0	17	-7	6
COc1ccc(CCNC(=O)CSc2nc3ccsc3c(=O)n2CC2CCC(C(=O)O)CC2)cc1OC (centres undefined)	4	4	-5%	0.5%	1	0.5	-9	14	-8
COCCn1c(NCc2ccccc2)nc2c1c(=O)[nH]c(=O)n2C	-1	0	-4%	2.5%	-2	-1.1	-15	-2	-6
O=C(CN1CC(=O)Oc2ccccc21)OCC(=O)c1ccccc1	-12	0	-23%	0.5%	-4	0.4	6	-3	21
COc1cc(OC)c(OC)cc1CNC1CCCCCC1	-1	5	37%[activator]	-0.1%	-5	-1.9	21	17	17
C/C(=N\NC(=O)c1ccccc1)c1cccc(Br)c1	1	-1	-7%	0.9%	-2	-1.0	18	-3	-4
CCCN(C(=O)COC(=O)COc1c(C)cccc1C)c1c(N)n(Cc2ccccc2)c(=O)[nH]c1=O	3	-1	/	0.0%	-4	0.3	-11	22	-19
c1ccc(N=Nc2cn[nH]c2-c2ccco2)cc1	0	1	-13%	2.8%	0	-0.1	3	-7	?
O=C(c1ccc(Br)cc1)N1CCC2(CC1)NCCc1[nH]cnc12	2	1	14%	1.5%	0	1.1	-4	25	-6
COc1cc(CN2CCCC(C)C2)cc([N+](=O)[O-])c1O (centres undefined)	2	3	-12%	0.2%	0	-0.1	-7	-2	-14
COC(=O)/C=C1/N/C(=N\c2nc(C)cc(C)n2)N(c2ccc(C)c(C)c2)C1=O	1	1	4%	0.5%	-4	0.1	2	-3	2
O=c1oc2ccccc2c(O)c1/C=N/c1ncccn1	17	11	-3%	1.2%	-5	-0.6	-3	5	-18
COc1cccc(NC(=S)NCc2cccnc2)c1	-5	3	-9%	0.7%	5	-0.5	2	-7	21
O=S(=O)(Nc1ccc(Cc2ccncc2)cc1)c1cccs1	-2	12	?	-4.3%	-9	0.1	-14	2	-11
COc1cc([N+](=O)[O-])cc(/C=N/NC(=O)c2ccc(C)nc2)c1O	7	0	1%	2.1%	-3	0.1	2	-9	-2
COc1cc(C(c2sc3nc(C)nn3c2O)N2CCOCC2)cc(OC)c1OC (centres undefined)	-4	1	6%	-2.9%	-3	-0.3	-3	6	-9
O=C(COc1ccccc1Cl)N1CCNC1=O	8	6	/	2.4%	-2	0.3	6	13	7
N#CCCN(CCC#N)c1nnc(-c2ccccc2)s1	-6	2	-6%	-0.9%	-8	0.5	-2	-10	-5
O=S(=O)(c1ccccc1)c1ncc(C(F)(F)F)cc1Cl	0	0	-6%	-1.8%	-4	0.0	-4	-1	12
CCc1cc2c(COC(=O)c3cccc(NS(C)(=O)=O)c3)cc(=O)oc2cc1O	7	1	-1%	7.2%	-9	-0.6	-10	/	-9

Next section.
SMILES	TRHR enhancer	D1 agonist	Apoferritin bind	RXFP1 ag	D1 potentiator	TRHR agonist	D1 antag	D2 PAM	RXFP1 antagonist
O=C(NCC(c1cccnc1)N1CCN(c2ccccc2F)CC1)OCc1ccccc1 (centres undefined)	-3	7	-16%	0.1%	-15	0.5	-17	-9	-2
COc1ccccc1C1C(C#N)=C(N)Oc2c1oc(CO)cc2=O (centres undefined)	6	0	-6%	-0.5%	-2	0.5	-7	-7	4
CC(NC(=O)CC1Sc2ccccc2NC1=O)c1ccccc1 (centres undefined)	5	0	0%	2.4%	4	-4.9	-25	11	-17
COc1ccccc1NC(=S)NCCSc1ccc(C)cc1	6	2	-9%	-2.8%	-3	-0.4	-23	4	/
CC(C)c1ccc(OCc2nc(-c3ccccn3)no2)c(Br)c1	5	2	?	2.8%	2	0.2	23	-4	-6
Cc1cccc(-n2cc(C#N)c(=O)[nH]c2=O)n1	-1	0	-1%	2.6%	0	0.3	6	1	-15
CCOC(=O)CNC(=O)c1cc2c(=O)oc3ccccc3c2s1	-4	0	3%	-0.3%	0	0.3	6	/	/
O=C(O)c1ccc([N+](=O)[O-])c(CS(=O)(=O)c2ccc(Cl)cc2)c1	-5	2	1%	1.8%	0	-0.4	-6	6	-11
C/C(=N\NC(=O)COc1cccc(Cl)c1)c1ccc2c(c1)OCCO2	3	6	?	-0.1%	-5	0.3	-23	13	6
O=C(COC(=O)CSc1ccc(F)cc1)NNC(=O)c1ccc([N+](=O)[O-])cc1	-4	1	/	0.3%	5	-0.1	-4	-1	6
Cc1ccc(C)c(NC(=O)CN(C)C(=O)c2sccc2C)c1	-6	1	/	-0.4%	6	0.3	-2	12	4
Cc1ccc(OCCC(=O)OC(C)C(=O)Nc2ccc(Cl)cn2)cc1 (centres undefined)	-5	5	/	-1.3%	-5	-0.4	-24	5	-17
CCCC1(c2ccccc2)NC(=O)NC1=O (centres undefined)	2	1	-2%	2.3%	1	-1.0	-4	2	-8
CC1Oc2ccccc2N(Cc2ccc(F)cc2)C1=O (centres undefined)	-2	2	8%	0.0%	7	-0.8	1	0	-8

A run of entries from further up, for reference:
SMILES	TRHR enhancer	D1 agonist	Apoferritin bind	RXFP1 ag	D1 potentiator	TRHR agonist	D1 antag	D2 PAM	RXFP1 antagonist
O=C(NCC(c1cccnc1)N1CCN(c2ccccc2F)CC1)OCc1ccccc1 (centres undefined)	-3	7	-16%	0.1%	-15	0.5	-17	-9	-2
COc1ccccc1C1C(C#N)=C(N)Oc2c1oc(CO)cc2=O (centres undefined)	6	0	-6%	-0.5%	-2	0.5	-7	-7	4
